Assay outcomes deposited in PubChem by several laboratories.
ARFGAP1 inh: inhibits rat ARF GTPase activating protein 1. Q62848. Arfgap1-stimulated ARF1 GTP hydrolysis, GDP FP detection. inhibition, % at 16.5 µM. hit rate 0.26% among 360,000. AID 651572;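 active = inhibition above a per-plate limit, mean inhibition of low control wells plus 3 SD, cut at about 25% in these data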;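 note: 0% = DMSO wells with enzyme and 100% = wells lacking Arfgap1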
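Replicates: Single well per compound | Assay system: Truncated rat Arfgap1 GAP domain | Control set: No-Arfgap1 wells (100%) versus DMSO full-reaction wells (0%) | Times: Enzyme reaction 120 min at 25 °C after 20 min preincubation | Reagent: Human ARF1(Δ1-17)-GTP substrate | Measured by: Tracer-displacement fluorescence polarization with EDTA stop, 620/688 nm | Measure: Percent inhibition of Arfgap1-stimulated GTP hydrolysis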
GC-B act: GC-B (human) receptor activation | P20594 | HEK293-GC-B cells, CNP EC30, cGMP TR-FRET; 0% at EC30 CNP, 100% saturating CNP | activation, % at 10 µM | hit rate 0.11% among 370,000 | AID 1920062;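 active = activation at 10 µM reaching about 35% in either raw or pattern-adjusted values, limit read from the data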
NR1D1 modulator: modulators of human Rev-erb alpha DNA binding; P20393; activity, % at 10 µM; Rev-erbα–FITC-DNA binding, fluorescence polarization, 90 min; AID 1259318; hit rate 0.79% among 370,000;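 active = activity above about 14%, limit read from the data; passing the limit was not always enough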;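 note: 0% = DMSO wells with 35 nM protein and 100% = DMSO wells with 750 nM protein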
rCAG binder: binds r(CAG) RNA repeats | AID 651821 | r(CAG) RNA repeat, TO-PRO-1 dye displacement fluorescence | hit rate 1.3% among 370,000 | inhibition, % at 3 µM;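 active = inhibition above the plate cutoff, the mean of all test compounds on that plate plus 3 SD, cut at about 35% in these data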;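 note: 0% = DMSO alone and 100% = 100 µM mitoxantrone as full dye displacement; higher means more dye released from RNA so lower well fluorescence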
NPR1 activator: GC-A (human) enzyme activation; P16066; HEK293 GC-A cells, cGMP TR-FRET, EC30 ANP; 0% at EC30 ANP, 100% saturating ANP; activation, % at 10 µM; hit rate 0.14% among 370,000; in the data active = activation above about 40%
Target sequence (P16066 whole entry, looked up): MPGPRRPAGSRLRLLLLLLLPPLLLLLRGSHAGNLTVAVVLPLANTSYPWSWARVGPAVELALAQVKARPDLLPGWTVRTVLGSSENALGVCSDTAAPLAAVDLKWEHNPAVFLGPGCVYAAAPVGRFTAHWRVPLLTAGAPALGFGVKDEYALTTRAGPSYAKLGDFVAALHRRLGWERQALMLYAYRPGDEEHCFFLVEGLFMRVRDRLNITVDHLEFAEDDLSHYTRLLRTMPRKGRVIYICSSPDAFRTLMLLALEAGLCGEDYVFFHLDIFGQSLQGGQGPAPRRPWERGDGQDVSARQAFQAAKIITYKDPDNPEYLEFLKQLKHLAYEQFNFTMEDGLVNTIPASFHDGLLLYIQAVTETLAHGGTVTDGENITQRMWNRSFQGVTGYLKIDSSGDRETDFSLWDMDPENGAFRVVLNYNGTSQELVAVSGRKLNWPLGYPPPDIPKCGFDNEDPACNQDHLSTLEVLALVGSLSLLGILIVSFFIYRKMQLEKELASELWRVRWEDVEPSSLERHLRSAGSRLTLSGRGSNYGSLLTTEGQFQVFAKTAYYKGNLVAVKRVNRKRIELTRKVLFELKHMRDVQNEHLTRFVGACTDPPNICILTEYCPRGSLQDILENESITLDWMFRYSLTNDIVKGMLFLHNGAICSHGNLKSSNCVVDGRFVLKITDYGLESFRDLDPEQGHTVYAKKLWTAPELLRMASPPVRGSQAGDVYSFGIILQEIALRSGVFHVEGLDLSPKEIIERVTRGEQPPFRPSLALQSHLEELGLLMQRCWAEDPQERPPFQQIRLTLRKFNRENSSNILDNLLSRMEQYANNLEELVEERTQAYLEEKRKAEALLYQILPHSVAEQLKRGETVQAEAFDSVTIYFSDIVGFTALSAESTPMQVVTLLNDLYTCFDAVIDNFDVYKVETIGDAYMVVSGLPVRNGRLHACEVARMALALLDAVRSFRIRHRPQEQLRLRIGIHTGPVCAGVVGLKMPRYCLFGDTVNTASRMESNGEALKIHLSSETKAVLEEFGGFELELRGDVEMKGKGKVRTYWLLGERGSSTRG
HTRA1 inh: blocks human HTRA1 serine peptidase; Q92743; recombinant HTRA1, FP-rhodamine activity-based probe, fluorescence polarization; inhibition, % at 5.96 µM; hit rate 0.5% among 340,000; in the data active = inhibition above about 36%;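 note: 0% = enzyme with DMSO and 100% = wells lacking enzyme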
ABHD4 inh: ABHD4 (mouse) inhibition, primary FP screen | purified mABHD4, FP-Rh probe fluorescence polarization | hit rate 0.54% among 370,000 | inhibition, % at 8.92 µM | Q8VD66;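 active = inhibition exceeding the mean over every tested compound plus 3 SD, cut at about 30% in these data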;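 note: 0% = plate median of compound wells and 100% = S159A mutant with DMSO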
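Test system: mouse ABHD4 enzyme, wild type. Reagent: FP-Rh fluorescent activity-based probe, added after compound pre-incubation. Timing: pre-incubation 45 min, probe exposure 60 min, at 25 °C. Technique: FP readout, ex 525 nm / em 598 nm. Benchmarks: high control S159A mutant with DMSO, low control median of compound wells.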
PG9 binder: small molecules binding HIV-1 gp120 antibody PG9. inhibition, % at 6.7 µM. hit rate 0.43% among 360,000. TR-FRET gp120-PG9 antibody binding; in the data active = inhibition above about 8.5%
SMARCA2 act: increases SMARCA2 function in MMTV reporter cells; MG213 cells, MMTV-luciferase reporter, dexamethasone, overnight; activation, % at 9.1 µM; hit rate 1% among 370,000; AID 652017; in the data active = activation above about 7.8%;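 note: 0% = vehicle wells and 100% = reference activator wells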
ASAP1 GAP inh: inhibitors of human ASAP1 ArfGAP activity. ASAP1-stimulated ARF1 GTP hydrolysis, GDP FP detection. Q9ULH1. inhibition, % at 16.5 µM. hit rate 0.19% among 360,000; in the data active = inhibition above about 25%;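 note: 0% = vehicle with enzyme and substrate and 100% = no enzyme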
* hit, by the source's call; nt = not tested or not shown.

SMILES	ARFGAP1 inh	GC-B act	NR1D1 modulator	rCAG binder	NPR1 activator	HTRA1 inh	ABHD4 inh	PG9 binder	SMARCA2 act	ASAP1 GAP inh
Cc1ccccc1-c1ccc2c(c1)[C@@H]1C[C@H](N(C)CC3CCCCC3)[C@H]([C@H](C)O)CN1CC2	-13	1	-3	4	-2	nt	2	-0.7	0	8
COc1ccc(Cn2c(O)c(C=Nc3ccc(OC)cc3)c3ccccc3c2=O)cc1	9	4	3	2	3	-3	8	0.6	2	-12
COc1ccc(C=NN(C)C(=O)Nc2cccc(Cl)c2)cc1OC	3	-4	-1	4	4	nt	1	-0.1	2	6
COc1cc(OC)c(S(=O)(=O)N2CCN(C(=O)c3ccccc3F)CC2)cc1NC(C)=O	-4	1	3	-2	2	1	-1	-0.6	4	-5
CCC(C)c1ccccc1OCCCCN1CCCC1 (centres undefined)	8	0	2	-2	-2	6	12	-0.2	-2	4
CCCCN(C(=O)c1ccc(NC(=O)C(C)C)cc1)c1ccccc1	15	7	-2	0	15	-16	0	1.2	-7	2
Nc1nonc1-n1nnc(C(=O)N/N=C/c2cccs2)c1CSc1ccccc1	5	5	11	6	-3	1	-3	-0.1	-1	2
Cc1ccc(S(=O)(=O)/N=C(/Nc2nc(C)cs2)c2ccccc2)cc1	8	4	-9	13	-1	-3	-11	-0.8	0	5
COc1ccc(-c2[nH]ncc2CN(C)Cc2cc(C)[nH]n2)c(F)c1	-1	-4	1	-4	-2	2	-4	1.5	-4	2
Cc1ccc(NC(=O)COC(=O)CN2C(=O)NC3(CCCC3)C2=O)cc1Cl	0	2	1	1	3	8	-6	-0.4	-1	-12
O=C1C=CC(=O)N1c1ccc2ccccc2c1	1	18	4	6	30	-22	-5	-0.7	8	0
CC(=O)c1cccc(S(=O)(=O)N2CCC(C(=O)Nc3cccc(C(=O)NC4CC4)c3)CC2)c1	-1	3	-10	5	-4	-1	0	0.2	-1	4
COC(=O)c1nn(-c2ccc(Cl)cc2)c(=O)cc1Sc1ccccn1	-6	4	-11	-3	2	4	-2	1.8	1	14
Cc1cccnc1C(NC(=O)C1CCN(CCOc2ccc(Cl)cc2Cl)CC1)c1ccc(Cl)cc1 (centres undefined)	-1	2	-4	4	-1	nt	9	-1.2	-1	3
COc1cc([N+](=O)[O-])cc(CN2CCCCC2)c1O	5	-3	2	-2	3	6	2	-0.7	-1	2
CCC1NC(=O)c2cccnc2-n2c1nc1ccc(OC)cc1c2=O (centres undefined)	-2	2	-3	2	2	7	6	0.2	-1	-8
CCC(C)N1CC(C(=O)O)CC1=O (centres undefined)	11	2	11	-2	2	2	-3	0.6	-2	8
COc1ccc(CCNC(=S)N2CCC(Cc3ccccc3)CC2)cc1OC	3	0	8	-4	3	-2	-7	-0.7	-6	2
CC1(c2ccncc2)Nc2ccccc2-c2nc3ccccc3n21 (centres undefined)	-6	-5	-3	1	2	-2	3	1.5	9.1*	-14
CN(C)C(=O)c1ccc2c(c1[N+](=O)[O-])C(=O)c1ccccc1C2=O	4	3	2	0	3	8	3	-0.6	7	0

Entries listed so far printed as active in SMARCA2 act.
Structure	ARFGAP1 inh	GC-B act	NR1D1 modulator	NPR1 activator	HTRA1 inh	ABHD4 inh	PG9 binder	SMARCA2 act	ASAP1 GAP inh
CC1(c2ccncc2)Nc2ccccc2-c2nc3ccccc3n21 (centres undefined)	-6	-5	-3	2	-2	3	1.5	9.1*	-14

Next part.
SMILES	ARFGAP1 inh	GC-B act	NR1D1 modulator	rCAG binder	NPR1 activator	HTRA1 inh	ABHD4 inh	PG9 binder	SMARCA2 act	ASAP1 GAP inh
Fc1ccc(NC(=S)N2CCc3ccccc32)cc1	0	-8	2	0	4	-1	2	-1.2	0	1
Cc1cc(NC(=O)Nc2cc(Cl)sc2Cl)no1	5	-2	-2	6	2	-39	0	1.1	-2	2
COC(=O)[C@]12C[C@H](CC(=O)N3CCN(C(=O)c4ccco4)CC3)C(=O)N(Cc3cccc4ccccc34)C1=C[C@H](C1CCCC1)O[C@@H]2C	nt	-7	3	10	-3	nt	-15	nt	-2	nt
N#CCCN(C(=O)COC(=O)Cc1ccc(Br)cc1)c1ccccc1	12	-1	2	-6	2	2	5	3.9	-4	-3
O=C(O)c1ccccc1C(=O)Nc1ccc(Nc2ccc([N+](=O)[O-])cc2[N+](=O)[O-])cc1	10	-3	10	1	-5	11	9	-2.9	-1	-1
COc1ccc(-c2cc(C(F)(F)F)nc(SCC(N)=O)n2)cc1	-4	0	4	-2	2	-7	-14	-0.3	-2	7
CC1C(=O)Nc2ccc(S(=O)(=O)N3CCN(c4cccc(C(F)(F)F)c4)CC3)cc2NC1=O (centres undefined)	9	-2	-10	2	-4	-4	-2	1.9	-3	6
O=C(O)COc1ccc(C=C2SC(=S)N(c3ccccc3)C2=O)cc1	-1	-4	9	7	1	2	5	-1.8	-5	-6
O=C(NNC(=O)C1CCN(C(=O)Nc2ccccc2)CC1)c1ccc(F)cc1	11	1	1	3	2	-1	3	0.0	1	2
Cc1ccc(NC(=O)CSc2nc(-c3ccco3)cc(C(F)(F)F)n2)cc1C	-6	-16	7	0	-15	-11	0	-1.4	-2	1
Cc1cccc(C)c1OCC(=O)Nc1ncn[nH]1	-4	4	-2	1	-1	-1	1	-0.3	-2	8
COC(=O)c1ccc(Cl)c(NC(=O)CN(c2ccc(OC)c(OC)c2)S(C)(=O)=O)c1	6	1	0	0	-2	5	-1	0.6	0	-2
CCOC(=O)c1cc(NC(=O)Nc2cc(C)ccn2)c(C)nc1C	0	9	-1	-1	3	-5	0	3.3	0	13
O=C(OCN1C(=O)c2ccccc2C1=O)c1ccc(Cl)nc1	6	5	0	-2	-1	-3	-7	0.4	-1	-7
COc1ccc(NC(=O)CN(C)C(=O)c2ccc(OCc3ccccc3)c(OC)c2)cc1	2	3	-3	-2	-2	0	-2	-1.6	-1	-4
COc1ccc(C2C3C(C)=NN=C3CC(C)(O)C2C(C)=O)cc1 (centres undefined)	-3	3	-1	-3	3	-3	7	1.1	-4	5
O=C(CN1C(=O)C2C3C=CC(C3)C2C1=O)Nc1nc2ccccc2[nH]1 (centres undefined)	-1	2	0	1	2	2	3	-1.5	3	-1
COc1ccc(Br)cc1C1Nc2cccc3cccc(c23)N1	-10	2	9	11	4	34	28	0.6	0	-7
Cc1nc(NC(=O)COC(=O)C(NC(=O)c2ccco2)C(C)C)c(Cl)cc1Cl (centres undefined)	-3	1	3	3	3	1	1	-2.0	-2	18
Cc1ccc(S(=O)(=O)Cc2ccc(C(=O)N3CCC(C(N)=O)CC3)o2)cc1	13	2	3	1	5	-4	-2	1.0	-2	-15

Next compounds:
SMILES	ARFGAP1 inh	GC-B act	NR1D1 modulator	rCAG binder	NPR1 activator	HTRA1 inh	ABHD4 inh	PG9 binder	SMARCA2 act	ASAP1 GAP inh
c1ccc(Cc2ccc(OCCn3cncn3)cc2)cc1	2	3	-4	-4	1	2	-1	-0.1	-2	0
CCOc1ccccc1OCC(O)CNC (centres undefined)	nt	0	2	nt	6	4	nt	nt	nt	nt
CCC(=O)N1CCCC(C)(C(=O)NS(=O)(=O)c2cccs2)C1 (centres undefined)	10	1	-1	0	2	nt	0	-0.6	-3	0
CCn1c(CC(=O)Nc2ccccc2F)nnc1SCC(=O)N1CCN(c2ccccc2)CC1	-3	4	4	-1	-3	-1	8	-0.7	-3	7
O=C(NNC1=NS(=O)(=O)c2ccccc21)c1ccccc1	6	1	1	4	-6	6	-4	-0.6	-3	-6
COc1ccc(NC(=O)CSc2nc3sc4c(c3c(=O)n2-c2ccc(OC)cc2)CCN(C)C4)cc1	20	-6	-1	25	13	-8	-9	3.8	-4	12
O=C(Nc1cccc(Cl)c1Cl)c1ccncc1	-11	4	2	0	2	-1	3	-0.6	3	21
Cn1ccnc1CN1CCCCC1C(=O)Nc1ccc(Oc2cccnc2)cc1 (centres undefined)	-7	-6	-2	-5	0	6	-2	-1.8	2	-2
CC(C)c1cc(C(=O)N2CCCC(N3CCN(c4ccc(F)cc4)CC3)C2)no1 (centres undefined)	-4	-1	3	-3	-2	5	-5	0.9	-5	3
CN1CCN(C(=S)c2ccc(Br)cc2)CC1	-10	0	-1	-1	6	-1	2	1.2	1	10
CCOC(=O)C1=C[C@@H](C(C)(C)C)N(S(=O)(=O)c2ccc(C)cc2)[C@H]1c1ccccc1Cl	4	-4	-5	6	-7	nt	-1	-0.5	-1	-4
O=C(CSc1nnnn1-c1ccccc1)c1ccc(O)cc1O	6	-1	3	10	-2	-7	-7	-1.7	-1	2
Cc1noc(C)c1C(=O)Nc1cc(Cl)ccc1N1CCOCC1	12	1	1	-1	-6	-7	0	0.0	0	-4
COC(=O)[C@@]1(Cc2ccc(F)cc2)[C@H]2c3cc(C(=O)N4CCCC4)n(Cc4ccc(S(C)(=O)=O)cc4)c3C[C@H]2CN1C(=O)c1ccccc1	1	-2	-1	9	-3	nt	6	0.0	1	-1
COC(=O)/C=C1\OCc2cc(OCc3ccccc3)ccc21	-5	3	0	0	0	nt	-3	-1.0	-1	3
CCN(CC)CCCn1c(C)cc2c(c1=O)C(c1ccc(OC)c(OC)c1OC)C(C#N)=C(N)O2 (centres undefined)	0	6	9	0	-3	1	1	0.0	4	4
COc1ccc(-c2nc(-c3cccc(C)c3)no2)cc1OC	nt	-11	1	nt	3	-10	nt	nt	nt	nt
